Cneo AK release: causes C. neoformans cell lysis | lysis activity, % at 15 µM | adenylate kinase release luminescence, 4 h; normalised: neutral wells 0, clomiphene wells 100 | AID 651654 | hit rate 0.2% among 360,000;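 active = mean lysis activity across replicates of at least 80%, whatever share of replicates individually reach that level; inactive = mean lysis activity below 80%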
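Assay system: log-phase C. neoformans yeast / Quantity: yeast cell density of 5 × 10^6 cells/mL / Medium: fresh YPD growth medium / Compound: single dose / Timing: static 4 h at 37 °C with compound, 1 h detection / Measured by: adenylate kinase release luminescence / Read-out: lysis from increased AK signal / Benchmarks: Clomiphene as positive lysis control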
E-sel inducer: induces E-selectin expression in human endothelial cells. P16581. HUVEC E-selectin immunofluorescence imaging; normalized: neutral wells 0, TNF-alpha wells 100. activation, % at 7.58 µM. hit rate 0.37% among 260,000. AID 686992;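 active = mean E-selectin-positive cell signal at least 10% of the positive control, reached in at least 60% of replicates, without over 20% cell loss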;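 also: in these data hits start at about 27%; measured in HUVEC primary endothelial cells; signal is the percent of cells scored E-selectin positive by PE staining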
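material = human umbilical vein endothelial cells (HUVEC), E-selectin induction | quantity = 3,000 cells/well | medium = EGM-2 growth medium on 0.1% gelatin-coated wells | technique = immunofluorescence imaging | read-out basis = % PE-positive cells | control set = TNF-alpha positive control, DMSO neutral control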
ERAP1 inh: ERAP1 (human) enzyme inhibition. Q9NZ08. recombinant ERAP1, Leu-AMC fluorescence, 60 min. inhibition, % at 10.7 µM. hit rate 0.15% among 340,000. AID 652197;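 active = mean replicate inhibition of at least 30%, or all replicates individually reaching that 30% level; inactive = mean below 30% and not every replicate reaching it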;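 also: 0% = neutral control wells and 100% = L-leucinethiol positive control wells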
Target sequence (Q9NZ08 whole entry, looked up): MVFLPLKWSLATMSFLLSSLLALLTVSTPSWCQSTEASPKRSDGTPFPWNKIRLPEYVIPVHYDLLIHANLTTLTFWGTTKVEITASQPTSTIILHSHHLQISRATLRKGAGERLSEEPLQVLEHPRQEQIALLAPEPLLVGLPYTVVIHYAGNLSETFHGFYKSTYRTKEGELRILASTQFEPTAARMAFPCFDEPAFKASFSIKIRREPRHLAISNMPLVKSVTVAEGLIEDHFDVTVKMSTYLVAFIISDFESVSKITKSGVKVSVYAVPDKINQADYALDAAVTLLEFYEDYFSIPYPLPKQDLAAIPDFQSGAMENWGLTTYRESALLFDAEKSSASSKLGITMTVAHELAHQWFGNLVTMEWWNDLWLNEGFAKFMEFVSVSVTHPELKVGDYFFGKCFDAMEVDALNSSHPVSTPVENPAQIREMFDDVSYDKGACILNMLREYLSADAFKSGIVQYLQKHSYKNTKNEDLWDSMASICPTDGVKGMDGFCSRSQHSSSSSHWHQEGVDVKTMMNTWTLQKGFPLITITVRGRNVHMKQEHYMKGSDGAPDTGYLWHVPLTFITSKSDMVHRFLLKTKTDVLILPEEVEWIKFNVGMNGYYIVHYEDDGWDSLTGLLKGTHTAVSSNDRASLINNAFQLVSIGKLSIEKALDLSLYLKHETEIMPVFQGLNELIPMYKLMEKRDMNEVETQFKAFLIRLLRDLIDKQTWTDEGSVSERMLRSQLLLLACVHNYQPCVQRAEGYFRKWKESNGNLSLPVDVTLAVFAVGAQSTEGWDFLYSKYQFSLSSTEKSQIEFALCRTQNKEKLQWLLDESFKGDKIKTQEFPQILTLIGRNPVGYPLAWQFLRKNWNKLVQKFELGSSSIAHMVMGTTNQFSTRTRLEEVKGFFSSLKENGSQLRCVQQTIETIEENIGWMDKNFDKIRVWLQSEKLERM
RAD54 branch: inhibitors of human RAD54 branch migration; hit rate 0.14% among 360,000; inhibition, % at 10.4 µM; RAD54 Holliday junction branch migration, FAM/BHQ fluorescence; AID 602329;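 active = mean normalized replicate activity at least 40 and at least half of replicates scoring 40 or more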;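 also: 0% = median of neutral control wells and 100% = median of positive control wells; inhibitors cause a drop in the FAM fluorescence signal; in these data hits start at about 50%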
miR122 inh: miR-122 inhibition in Huh7 cells | Huh7 miR-122 Renilla luciferase sensor, 48 h; neutral wells = 0, positive control = 100 | activation (reporter increase), % at 12.5 µM | hit rate 0.3% among 340,000;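 active = mean replicate activation score at least 90 and every replicate individually at or above 90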;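 also: higher luciferase means less miR-122 activity so hits act as miR-122 inhibitors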
PGC1a acetyl inh: modulators of PGC1a acetylation; U2OS PGC1a acetylation, AlphaScreen anti-acetyl-lysine; with virally co-expressed GCN5 acetyltransferase; inhibition, % at 15.6 µM; hit rate 0.17% among 350,000; AID 651687;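 active = every replicate shows inhibition of at least 40%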;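 also: 0% = neutral control wells and 100% = positive control wells; some results beyond the cut were filed as inactive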
PglD inh: PglD (C. jejuni) enzyme inhibition | inhibition, % at 12.5 µM | hit rate 0.098% among 360,000 | purified PglD enzyme, DTNB colorimetric CoA detection; in the data active = inhibition above about 16%, passing the limit was not always enough; also: strong numbers were not always called active
RAD52 anneal inh: inhibitors of human RAD52 DNA annealing. P43351. recombinant RAD52 DNA annealing, FRET fluorescence. inhibition, % at 18.7 µM. hit rate 0.46% among 360,000;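 active = every replicate showing at least 50% inhibition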
Active calls of the source: *; · = not tested or not shown; & = joins results of further samples; [ ] = another dose, or the depositor's remark.

SMILES | Cneo AK release | E-sel inducer | ERAP1 inh | RAD54 branch | miR122 inh | PGC1a acetyl inh | PglD inh | RAD52 anneal inh
O=C(C1CC(=O)N(C2CCCC2)C1)N1CCN(c2cccc(Cl)c2)CC1 (stereo not drawn) | -1 | -0.2 | -3 | 3 | -10 | -2 | 3 | 6
CC1SCC(=NOCc2ccccc2)CS1 (stereo not drawn) | -3 | · | · | -5 | 4 | -9 | 3 | -12
N#Cc1cccc(OC(=O)c2ccc3c(=O)n4c(nc3c2)CCC4)c1 | 2 | 0.2 | 1 | -4 | 0 | 10 | 2 | -2
CCN1CCN(c2ccc(NC(=O)c3cccc(OCc4ccccc4)c3)cc2)CC1 | -2 | · | · | 1 | -12 | -18 | -3 | ·
O=C(c1cc(COc2ccc(F)cc2Cl)on1)N1CCC(OCc2cccnc2)CC1 | · | -1.3 | -5 | · | · | 2 | · | -10
Cn1nnnc1SCC(=O)c1c(N)n(C2CC2)c(=O)[nH]c1=O | 0 | 0.2 | -2 | 4 | 3 | 3 | -4 | -8
CC1C(=O)N(Cc2cn(CCC3OCCCO3)nn2)CCS(=O)(=O)N1Cc1ccc(-c2ccncc2)cc1 (stereo not drawn) | -2 | 0.1 | 1 | 2 | -3 | · | -3 | -8
CC(C)CC#Cc1cnc2c(c1)C(=O)N([C@@H](C)CO)C[C@H](C)[C@@H](CN(C)Cc1ccc(C(=O)O)cc1)O2 | 2 | -0.1 | 3 | -3 | -7[16.7 µM] | 12 | -2 | 3
N#C[C@@H]1[C@H](c2ccccc2C2=CCCC2)[C@H](CO)N1C(=O)C1CCOCC1 | · | -0.1 | -3 | · | · | -2 | · | -5
O=C(CN(Cc1ccc(Cl)cc1)C(=O)CNS(=O)(=O)c1ccc(F)cc1)NCC1CCCO1 (stereo not drawn) | 1 | 0.4 | 1 | -5 | -4 | -2 | 1 | -9
Cc1ccc(CCNC(=O)Cc2ccc(NC3=NC4CS(=O)(=O)CC4S3)cc2)cc1 (stereo not drawn) | 1 | 5.6 | 6 | 3 | 11 | 6 | 2 | 4
O=S(=O)(Cc1ccccc1)N1CCCCN2[C@H](CO)[C@H](c3ccc(-c4cncnc4)cc3)[C@H]2C1 | -3 | -0.1 | 0 | -8 | -1[16.7 µM] | 0 | 0 | -6
CCOC(=O)N/N=C/c1cn(Cc2ccccc2Cl)c2ccccc12 | 0 | · | · | 1 | 8 | 4 | 4 | ·
Cc1cccc(C(=O)OCC(=O)N(C)CC(=O)Nc2ccc(Cl)c(C(F)(F)F)c2)c1 | · | -0.5 | 1 | · | · | -2 | · | 3
Cc1cc2c(c(=O)n1C)C(C(C)C)C(C#N)=C(N)O2 (stereo not drawn) | 0 | · | · | 0 | -8 | 8 | -4 | ·
Cc1oc(-c2ccccc2Cl)nc1CS(=O)CC(=O)NCc1ccccc1Cl (stereo not drawn) | 0 | -0.1 | 4 | 0 | -9 | 2 | 1 | -32
COc1ccccc1-c1ccc([C@H]2[C@H](CO)N[C@@H]2C#N)cc1 | -4 | 0.3 | -1 | 5 | · | -2 | -4 | -9
CCC(=O)Oc1ccc2c(C)cc(=O)oc2c1C | -2 | · | · | 4 | 0 | 15 | 4 | ·
CCCC(=O)Nc1ccc2c(c1)OC[C@H](C)N(Cc1ccc(F)cc1)C[C@@H](C)[C@H](OC)CN(C)C2=O | -2 | 0.8 | · | -8 | · | -18 | -3 | -9
O=C(Nc1ccc2ccccc2c1)[C@@H]1C[C@H]1[C@@H](NP(=O)(c1ccccc1)c1ccccc1)c1ccccc1 | 0 | 1.6 | · | -5 | · | · | -1 | -11

Part of the list above in order of SMILES length, lowest first.
SMILES | Cneo AK release | E-sel inducer | ERAP1 inh | RAD54 branch | miR122 inh | PGC1a acetyl inh | PglD inh | RAD52 anneal inh
Cc1cc2c(c(=O)n1C)C(C(C)C)C(C#N)=C(N)O2 (stereo not drawn) | 0 | · | · | 0 | -8 | 8 | -4 | ·
Cn1nnnc1SCC(=O)c1c(N)n(C2CC2)c(=O)[nH]c1=O | 0 | 0.2 | -2 | 4 | 3 | 3 | -4 | -8
N#Cc1cccc(OC(=O)c2ccc3c(=O)n4c(nc3c2)CCC4)c1 | 2 | 0.2 | 1 | -4 | 0 | 10 | 2 | -2
O=C(C1CC(=O)N(C2CCCC2)C1)N1CCN(c2cccc(Cl)c2)CC1 (stereo not drawn) | -1 | -0.2 | -3 | 3 | -10 | -2 | 3 | 6
CCN1CCN(c2ccc(NC(=O)c3cccc(OCc4ccccc4)c3)cc2)CC1 | -2 | · | · | 1 | -12 | -18 | -3 | ·
O=C(c1cc(COc2ccc(F)cc2Cl)on1)N1CCC(OCc2cccnc2)CC1 | · | -1.3 | -5 | · | · | 2 | · | -10
N#C[C@@H]1[C@H](c2ccccc2C2=CCCC2)[C@H](CO)N1C(=O)C1CCOCC1 | · | -0.1 | -3 | · | · | -2 | · | -5
CC1C(=O)N(Cc2cn(CCC3OCCCO3)nn2)CCS(=O)(=O)N1Cc1ccc(-c2ccncc2)cc1 (stereo not drawn) | -2 | 0.1 | 1 | 2 | -3 | · | -3 | -8
CCCC(=O)Nc1ccc2c(c1)OC[C@H](C)N(Cc1ccc(F)cc1)C[C@@H](C)[C@H](OC)CN(C)C2=O | -2 | 0.8 | · | -8 | · | -18 | -3 | -9
O=C(Nc1ccc2ccccc2c1)[C@@H]1C[C@H]1[C@@H](NP(=O)(c1ccccc1)c1ccccc1)c1ccccc1 | 0 | 1.6 | · | -5 | · | · | -1 | -11

(continued)
SMILES | Cneo AK release | E-sel inducer | ERAP1 inh | RAD54 branch | miR122 inh | PGC1a acetyl inh | PglD inh | RAD52 anneal inh
Cc1ccccc1S(=O)(=O)NCC[C@H]1CC[C@@H](NS(=O)(=O)c2ccccc2C)[C@@H](CO)O1 | -10 | -0.9 | -4 | 3 | 1[16.7 µM] | 0 | -2 | 8
C[C@@H]1CN([C@@H](C)CO)C(=O)Cc2cc(NC(=O)C3CCCCC3)ccc2O[C@@H]1CN(C)C(=O)Nc1ccc2c(c1)OCO2 | 23 | -1.3 | 0 | 25 | 0[16.7 µM] | -1 | -2 | 10
CCOC(=O)N1CCN(C(=O)c2cc3n(n2)C(C(F)(F)F)CC(c2ccc4c(c2)OCO4)N3)CC1 (stereo not drawn) | -1 | 0.6 | -2 | 1 | 0 | -5 | 0 | -10
COc1ccccc1NC1=C(C)C(=O)CC1 | 0 | · | · | -1 | -11 | -13 | 9 | ·
C[C@H](CO)N1C[C@H](C)[C@@H](CN(C)C(=O)c2ccc(N3CCN(C)CC3)cc2)OCc2cn(nn2)CCCC1=O | 45 | 0.1&0.3 | -3&-1 | 2 | 1&0[16.7 µM] | 8&-13 | 3 | 5&-8
CO[C@H]1CN(C)C(=O)c2cc(NC(=O)NC(C)C)ccc2OC[C@@H](C)N(Cc2ccccc2)C[C@@H]1C | -1 | 0.2 | -1 | 4 | · | -4 | -2 | 9
Cc1ccc(Oc2c(CO)c(-c3ccccc3)nn2C)cc1 | · | -3.1 | -2 | · | · | -3 | · | -11
O=C(NCCC1=CCCCC1)C(=O)NCC1OCCCN1S(=O)(=O)c1ccc(F)cc1 (stereo not drawn) | -7 | · | -7 | 5 | -4 | -8 | 1 | 1
O=C(CCn1cccc1)NCc1ccc2c(c1)OCO2 | 0 | · | · | 2 | 5 | -4 | -4 | ·
CCc1nnc(NS(=O)(=O)c2ccc(NC(=O)c3cccc([N+](=O)[O-])c3)cc2)s1 | -2 | 1.4 | -3 | -11 | -4 | -1 | 8 | -3
CN(C)S(=O)(=O)c1ccc(N2CCCC2)c(C(=O)NNC(=O)COc2ccccc2F)c1 | 4 | · | 1 | 8 | · | · | 2 | -5
O=C(C[C@@H]1C[C@H]2c3cc(NC(=O)CC4CC4)ccc3O[C@H]2[C@@H](CO)O1)NCc1ccncc1 | 3 | 0.8 | -3 | -10 | 7[16.7 µM] | 6 | 4 | -32
Cc1c(C(=O)N2CCN(c3ccccc3F)CC2)sc2ncn(CC(=O)N3CCOCC3)c(=O)c12 | 0 | · | · | 6 | 3 | -6 | 4 | ·
CCN(C[C@H]1N[C@@](CC)(C(=O)OC)[C@H]2C(=O)N(C)C(=O)[C@@H]12)C(=O)COc1ccccc1 | 1 | -0.2 | 0 | -11 | · | · | 1 | -7
COc1ccc(S(=O)(=O)Nc2ccc3c(c2)C(=O)N([C@@H](C)CO)C[C@H](C)[C@@H](CN(C)C(=O)c2ccccc2)OCCCC[C@@H](C)O3)cc1 | 0 | 0.0 | 2 | 7 | -2[16.7 µM] | · | 1 | -22
CN1CCN(C(=O)c2cc(-c3cccc(Cl)c3)on2)CC1 | 1 | · | · | -2 | 3 | -1 | 7 | ·
CCOc1ccc(OCC(=O)Nc2ccc(S(=O)(=O)Nc3cc(C)nc(C)n3)cc2)cc1 | 0 | · | · | 0 | 26 | -2 | 0 | ·
COc1cc2nc(NCCCN3CCN(C)CC3)n3nc(-c4ccccc4)nc3c2cc1OC | 7 | · | · | 102* | · | -28 | 4 | ·
CCCCCCCCCCSc1n[nH]c(N)n1 | 0 | · | -5 | -12 | · | · | 0 | 3
Cc1noc(C)c1S(=O)(=O)N(C)C[C@H]1Oc2c(NC(=O)C3CC3)cccc2C(=O)N([C@H](C)CO)C[C@H]1C | 0 | -0.2 | 2 | 10 | -9[16.7 µM] | 4 | -2 | 2
CCN(CC)C(=O)CSc1ccccc1N | 3 | · | · | 1 | -4 | 5 | 6 | ·
Cc1cccc(CCNC(=O)CC2C(=O)NCCN2Cc2ccccc2C)n1 (stereo not drawn) | 0 | 0.4 | -1 | 3 | 0 | -1 | 6 | -23
COc1ccc(/C=C(\C#N)C(=O)OCC(=O)NCc2ccco2)cc1 | -2 | · | 1 | -4 | -5 | -3 | 2 | -6
Cc1ccc(S(=O)(=O)N(C)C[C@@H]2Oc3c(NC(=O)c4cc(C)nn4C)cccc3C(=O)N([C@@H](C)CO)C[C@@H]2C)cc1 | 5 | -0.5 | -5 | 6 | -2[16.7 µM] | -3 | 1 | 3
CCOC(=O)c1csc(NC(=O)c2ccc(C#N)cc2)n1 | · | 7.2 | 2 | · | -3 | -17 | · | -3
O=C(CCN1CCCCC1)N[C@H]1C=C[C@@H](CC(=O)N2CCC(Cc3ccccc3)CC2)O[C@@H]1CO | 3 | -0.3 | -1 | -2 | -12[16.7 µM] | 8 | 2 | 9
C/C=C/C(=O)OCc1csc(CC(=O)Nc2ccccc2C)n1 | -2 | · | 2 | 6 | -5 | -6 | -5 | -8
Cc1noc(C)c1C(=O)NCCc1ccc(Cl)cc1 | -5 | · | 1 | -2 | 5 | 5 | 6 | -16
C[C@H]1CN([C@@H](C)CO)C(=O)c2cc(NC(=O)Cc3cn(C)c4ccccc34)ccc2O[C@@H]1CN(C)C(=O)Nc1cccc2ccccc12 | -1 | · | 4 | -7 | 6[16.7 µM] | -6 | 9 | -25
COc1cc(C(=S)N2CCCCC2)ccc1OCC(=O)Nc1ccc(F)cc1 | 13 | -0.3 | 2 | -19 | · | · | 7 | -1
CCCC(=O)Nc1ccc2c(c1)C(=O)N(C)[C@@H]1CC[C@@H](CC(=O)NCCOC)O[C@H]1CO2 | -6 | -0.1 | · | -15 | -10[16.7 µM] | 5 | -6 | ·
COc1ccc(-c2cc(C(=O)N3CCCCC3)c3ccccc3n2)cc1 | -15 | 0.0 | 0 | -7 | · | · | -4 | 3
CO[C@@H]1CN(C)C(=O)c2ccc(NC(=O)NC3CCCCC3)cc2OC[C@@H](C)N(C)C[C@H]1C | -1 | 0.1 | 1 | 6 | -3[16.7 µM] | · | 0 | -3

Screening data deposited in PubChem BioAssay by Broad Institute.
